hcDAF12 agonist – H. contortus DAF-12 activation, primary screen; actives 1.4% (n = 370,000); HEK293 hcDAF-12 lit1-tk-luc reporter, luminescence; 0% DMSO, 100% Δ7-dafachronic acid; activation, % at 6.8 µM; AID 652067;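 active means activation above the mean of all tested compounds plus 3 SD, cut at about 5.5% in these data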;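 further: 100% = response to 3 µM Δ7-dafachronic acid high control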
ADAM17 inh – inhibits human ADAM17; recombinant ADAM17, EDANS/DABCYL FRET peptide cleavage; P78536; AID 720648; inhibition, % at 6.95 µM; actives 0.83% (n = 370,000);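 active means inhibition above the mean of compounds lying between control limits plus 3 SD, set per campaign, cut at about 8.5% in these data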;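 further: 0% = DMSO-only wells as the low control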
PG9 binder – PG9 antibody binding by small molecule; inhibition, % at 6.7 µM; AID 624416; actives 0.43% (n = 360,000); TR-FRET gp120-PG9 antibody binding; in the data active means inhibition above about 8.5%
ssDAF12 agonist – activates DAF-12 receptor from parasite S. stercoralis. HEK293 ssDAF-12/GRIP1 lit1-tk-luc reporter, luminescence; % of 3 µM dafachronic acid response. activation, % at 6.8 µM. actives 1% (n = 370,000);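 active means activation above the mean over all tested compounds plus 3 SD, cut at about 0.9% in these data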;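 further: 0% = DMSO-only wells and 100% = 3 µM delta7-dafachronic acid wells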
ADAM10 inh – ADAM10 inhibition, QFRET primary screen. recombinant ADAM10, EDANS/DABCYL FRET peptide cleavage, 3 h. AID 720582. actives 0.62% (n = 370,000). inhibition, % at 7 µM. O14672;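 active means inhibition above a per-campaign cutoff equal to the mean of compounds falling between control-based bounds plus 3 SD, cut at about 20% in these data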;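 further: 0% = DMSO wells while the 100% control is not disclosed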
Target sequence (O14672 214-748 limits assumed): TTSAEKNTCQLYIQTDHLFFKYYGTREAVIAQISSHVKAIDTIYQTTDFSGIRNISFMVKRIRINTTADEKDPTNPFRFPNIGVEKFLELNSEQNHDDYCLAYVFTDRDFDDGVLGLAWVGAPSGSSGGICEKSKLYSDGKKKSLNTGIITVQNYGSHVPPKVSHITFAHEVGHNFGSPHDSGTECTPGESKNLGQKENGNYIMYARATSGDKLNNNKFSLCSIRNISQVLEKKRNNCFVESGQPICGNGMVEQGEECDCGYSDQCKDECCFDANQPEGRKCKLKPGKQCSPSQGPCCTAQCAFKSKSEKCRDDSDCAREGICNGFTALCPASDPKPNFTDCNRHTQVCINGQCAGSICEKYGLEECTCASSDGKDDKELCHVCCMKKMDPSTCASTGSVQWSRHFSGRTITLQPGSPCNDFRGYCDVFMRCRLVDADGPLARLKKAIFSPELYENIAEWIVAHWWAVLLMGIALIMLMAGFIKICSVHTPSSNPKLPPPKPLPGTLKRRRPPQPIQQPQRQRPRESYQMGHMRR
GAA850 FXN act – frataxin GAA850 promoter activation. activation, % at 6 µM. AID 540364. actives 0.56% (n = 360,000). HEK293 lucGAA850 FXN promoter luciferase reporter, 24 h; percent of 10 µM SAHA response;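 active means activation above the average of all compounds screened plus 3 SD, cutoff fixed separately per campaign, cut at about 7.5% in these data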;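 further: 0% = DMSO wells and 100% = 10 µM SAHA wells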
GC-A act – GC-A (human) enzyme activation; HEK293 GC-A cells, cGMP TR-FRET, EC30 ANP; 0% at EC30 ANP, 100% saturating ANP; activation, % at 10 µM; actives 0.14% (n = 370,000); AID 1671463; in the data active means activation above about 40%
DAX1 inh-1 – inhibitors of human orphan nuclear receptor DAX1 (NR0B1). AID 504766. actives 0.99% (n = 340,000). HEK293 Gal4-DAX1 luciferase reporter, luminescence. inhibition, % at 6.75 µM;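 active means inhibition above the mean over all tested compounds plus 3 SD, cut at about 4.2% in these data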;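 further: 0% = DAX1-transfected cells with DMSO and 100% = empty-vector control cells with DMSO; inhibition shows as a rise in luminescence from relieved DAX1 repression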
Target sequence (P51843 207-470 limits assumed): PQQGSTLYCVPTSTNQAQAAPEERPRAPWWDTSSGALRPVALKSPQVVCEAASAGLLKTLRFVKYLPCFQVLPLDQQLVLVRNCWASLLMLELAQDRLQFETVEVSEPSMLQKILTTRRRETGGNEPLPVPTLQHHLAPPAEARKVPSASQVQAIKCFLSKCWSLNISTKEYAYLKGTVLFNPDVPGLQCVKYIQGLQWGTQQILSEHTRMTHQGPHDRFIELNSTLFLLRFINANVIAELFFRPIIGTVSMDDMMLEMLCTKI
DAX1 inh-2 – blocks DAX1 repression of SF-1 activated StAR promoter; HEK293T StAR-luciferase reporter, SF-1/DAX-1 repression relief; inhibition, % at 6.8 µM; actives 1.1% (n = 370,000); AID 652010;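 active means inhibition above the mean over all tested compounds plus 3 SD, cut at about 3.6% in these data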;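 further: 0% = DAX-1 cells with DMSO and 100% = cells lacking DAX-1 with DMSO; higher inhibition means more luminescence from relief of DAX-1 repression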
SMARCA2 act – increases SMARCA2 function in MMTV reporter cells. MG213 cells, MMTV-luciferase reporter, dexamethasone, overnight. activation, % at 9.1 µM. actives 1% (n = 370,000); in the data active means activation above about 7.8%;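 further: 0% = vehicle wells and 100% = reference activator wells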
hgDAF-12 ag – activates the H. glycines DAF-12 receptor ligand-binding domain; HEK293 GAL4-hgDAF12 UAS-luciferase reporter, agonist luminescence; normalized to butyrate control; activation, % at 6.8 µM; actives 1.8% (n = 370,000); AID 687014;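 active means activation above a cutoff set at the mean of all screened compounds plus 3 SD, cut at about 10% in these data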;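 further: 0% = DMSO wells and 100% = sodium butyrate wells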
The depositor's hits bear a star; x = not tested or not shown.

SMILES	hcDAF12 agonist	ADAM17 inh	PG9 binder	ssDAF12 agonist	ADAM10 inh	GAA850 FXN act	GC-A act	DAX1 inh-1	DAX1 inh-2	SMARCA2 act	hgDAF-12 ag
Cc1cc(C(=O)Nc2ccccc2Cl)c2ccccc2n1	-1.5	-3	1.0	-1.4	3	1.1	8	1.5	-0.4	2	-1.7
CCn1c(SCC(=O)Nc2ccccc2)nnc1-c1cccs1	-3.0	-5	0.4	-1.4	-1	0.1	0	1.8	-0.6	0	0.3
O=C(NNC(=O)c1cc(Br)ccc1Cl)c1csc(N2CCOCC2)n1	-1.6	-4	-0.4	-1.8	12	-0.9	-1	0.0	0.7	4	0.6
CCOC(=O)/C(C#N)=C1/C(=O)N(Cc2ccccc2)c2ccccc21	0.5	-3	-3.0	-1.5	-4	3.5	7	-1.3	-0.7	-2	-0.2
COc1cc(/C=N/NC(=O)c2nnn(-c3nonc3N)c2-c2cccs2)ccc1O	-1.1	3	-2.2	-1.2	8	-0.1	3	1.1	-0.2	-2	6.9
CCOC(=O)c1[nH]cnc1C(=O)NC1CCCCC1	-0.4	-11	0.2	-1.2	-2	1.5	5	-2.1	-0.2	-3	-0.1
CSc1nsc(/C=C/Nc2ccc(C)c(C)c2)c1C#N	4.0	-4	-1.8	0.1	-17	1.1	3	2.2	0.2	0	1.7
Cc1onc(-c2c(F)cccc2Cl)c1C(=O)Nc1cccc(S(=O)(=O)NC2=NCCC2)c1	-0.5	0	-0.4	-0.2	-9	-0.1	5	0.9	-1.6	-1	-1.3
COCCn1c(SCC(=O)NC2CCCCC2C)nc2ccccc2c1=O (stereo not drawn)	-1.2	1	-0.1	-0.8	-9	-1.8	-2	0.3	0.1	-2	-0.1
CC1=C(C(=O)Nc2cc(C)ccn2)C(c2cnn(C)c2)C2=C(CC(c3ccccc3)CC2=O)N1 (stereo not drawn)	-0.6	-122	1.7	-1.3	-377	0.8	17	0.3	0.4	-2	2.2
O=C(Cc1nc(=O)c2ccccc2s1)Nc1ccccc1	5.9*	-5	-14	0.4	-8	5.5	-1	2.9	3.3	6	11*
COc1cc(/C=N/NC(=O)CN2CCCCC2)ccc1OCc1ccc(Br)cc1	3.3	-2	-0.9	-0.1	5	5.4	1	1.8	2.1	7	12*
CCCn1c(NC(=O)c2ccc(F)cc2)nc2ccccc21	1.6	-2	2.6	-0.8	-1	2.8	-1	0.3	0.3	3	3.0
Cc1cccc(OCC(=O)OCC(=O)N2CCCc3ccccc32)c1C	0.4	6	-0.1	-0.9	4	-0.5	-3	0.7	0.0	-4	3.0
O=C(CP(=O)(c1ccccc1)c1ccccc1)Nc1cccc(CP(=O)(c2ccccc2)c2ccccc2)c1	-1.7	3	-1.1	-1.4	13	0.3	-3	-1.7	0.4	-8	-3.2
CCCNC(=O)C1(C)CCCN(C(=O)c2ccc3snnc3c2)C1 (stereo not drawn)	-0.7	2	0.3	-1.6	2	3.3	3	x	0.4	-2	-1.7
COCCCN=Cc1c(C)[nH]n(-c2ccc(Br)c(C)c2)c1=O	7.6*	3	-2.6	0.6	1	0.0	5	0.1	7.0*	4	18*
O=C1C2C3CCC(C3)C2C(=O)N1Cc1ccco1 (stereo not drawn)	-2.1	2	0.4	-1.3	3	2.9	-2	1.1	-0.3	-1	0.7
Cc1csc(NC(=O)CCC(=O)N(CC(=O)NC2CCCCC2)c2ccccc2)n1	-0.9	1	0.4	-1.1	3	-0.6	0	-0.6	-0.2	0	-0.1
Cn1c(=O)c2c(nc(NNC(=O)C(F)(F)F)n2C)n(C)c1=O	-0.9	-4	-2.4	-1.5	-4	2.3	2	0.8	0.0	0	-0.3

Two entries from above, with two lines to a compound:
Below each SMILES: hcDAF12 agonist | ADAM17 inh | PG9 binder | ssDAF12 agonist | ADAM10 inh | GAA850 FXN act | GC-A act | DAX1 inh-1 | DAX1 inh-2 | SMARCA2 act | hgDAF-12 ag
> COc1cc(/C=N/NC(=O)c2nnn(-c3nonc3N)c2-c2cccs2)ccc1O
  -1.1 | 3 | -2.2 | -1.2 | 8 | -0.1 | 3 | 1.1 | -0.2 | -2 | 6.9
> Cc1onc(-c2c(F)cccc2Cl)c1C(=O)Nc1cccc(S(=O)(=O)NC2=NCCC2)c1
  -0.5 | 0 | -0.4 | -0.2 | -9 | -0.1 | 5 | 0.9 | -1.6 | -1 | -1.3

Additional results.
SMILES	hcDAF12 agonist	ADAM17 inh	PG9 binder	ssDAF12 agonist	ADAM10 inh	GAA850 FXN act	GC-A act	DAX1 inh-1	DAX1 inh-2	SMARCA2 act	hgDAF-12 ag
C#CCOCCOCCOCCNc1nc(N2CCN(C(=O)Cn3cc(CCCCN)nn3)CC2)nc(N2CCN(C(=O)Cn3cc(CC(C)O)nn3)CC2)n1 (stereo not drawn)	-2.0	-3	-1.0	-0.4	-5	-1.4	3	-0.9	0.1	0	-0.3
COc1cc(-n2cnnn2)ccc1S(=O)(=O)N1CCOCC1	2.4	-3	2.3	-1.3	2	-4.9	0	-0.3	0.0	-1	-1.7
CCCCCC(=O)Nc1cccc(C2=NOC3(C2)C[C@@H](C(N)=O)N(C(=O)CC(c2ccccc2)c2ccccc2)C3)c1 (stereo partly drawn)	-1.6	7	0.2	-1.5	14	0.4	1	0.2	-0.6	0	-5.6
O=C(OCc1cccc(F)c1)c1cc2ccccc2cc1O	-2.8	-2	-0.8	-0.7	-4	-0.1	2	1.0	-0.3	-1	3.9
CCCOc1ccc(-c2nn(-c3ccccc3)cc2/C=C2\SC(N)=NC2=O)cc1	0.0	-3	0.0	-1.0	2	-0.1	14	0.6	0.2	1	-0.7
COc1ccc(-c2nc(CS(=O)CC(=O)NC3CCCCC3C)c(C)o2)cc1 (stereo not drawn)	-0.4	-2	-2.5	-0.8	3	-0.3	-2	0.2	0.2	1	-0.2
Cc1ccc(Nc2nc(N)c3ccccc3n2)cc1C	6.6*	-3	-0.1	0.9*	-4	0.9	-6	-1.8	2.8	1	16*
O=C(CCC(=O)N1CCSc2ccccc21)Nc1cccc(F)c1	-2.6	-5	-1.1	-0.8	-4	0.8	-1	-0.4	0.2	-3	-1.9
COc1ccccc1/C=N/NC(=O)c1nnn(-c2nonc2N)c1-c1ccccc1	-1.6	-2	1.2	-0.8	-4	-0.6	2	1.9	0.0	-3	-0.1
O=C(N/N=C/c1c(O)ccc2ccccc12)c1cccc(C(F)(F)F)c1	-2.8	0	-0.7	-1.6	-6	-6.0	-5	-2.4	-1.4	-1	-8.7
COc1ccc(N2CCN(C(=O)CCNS(=O)(=O)c3ccc(C)cc3)CC2)cc1	-1.1	-1	-2.5	-1.3	-4	-1.6	0	0.8	-1.3	0	2.4
CSCC[C@H](NC(=O)c1ccc(Cl)c([N+](=O)[O-])c1)c1nc2ccccc2[nH]1	-0.6	4	-3.7	-0.9	8	-3.0	-25	-0.4	-0.3	3	1.6
CC(=O)N1CCC(=NNc2ccnc3cc(Cl)ccc23)CC1	1.2	-3	-1.4	-1.3	-6	1.0	5	0.1	-0.6	1	4.2
CCOC(=O)c1ccccc1NC(=O)CN1C(=O)NC(C)(CCc2ccccc2)C1=O (stereo not drawn)	1.0	-2	1.4	0.7	-8	1.1	0	-0.9	0.9	-2	0.9
CCOC(=O)C1CCN(C(=O)CSc2nc3ncccc3[nH]2)CC1	0.8	0	-3.6	-0.9	-6	0.2	1	-0.1	1.1	3	1.1
CSC1=NC(C(Cl)(Cl)Cl)N=C(c2ccc(C)cc2)N1 (stereo not drawn)	-0.4	-1	-0.3	-1.2	2	-2.7	-12	-1.3	-2.5	-5	-3.7
COc1ccc(OC2C(=O)N(Cc3ccc(F)cc3)C2c2ccc(OC)c(OC)c2)cc1 (stereo not drawn)	-3.5	1	-0.6	-2.0	0	1.3	-7	-0.1	-0.3	0	-2.3
CCn1c(C)nc2cc(C(=O)N/N=C(\C)c3ccc(N4CCOCC4)cc3)ccc21	-2.1	3	-0.5	-1.6	-1	2.7	-6	0.6	-0.2	1	4.1
N/C(=N\OC(=O)c1ccco1)c1ccc(Cl)cc1	2.3	-3	-1.4	-0.9	2	5.4	3	1.1	0.6	5	7.4
CCOC(=O)N1CCC(N(CCN(C)C)C(=S)Nc2cc(Cl)ccc2C)CC1	1.4	-5	0.1	-0.9	3	-0.5	0	0.6	1.1	4	5.1
O=C(Cn1cc([N+](=O)[O-])cn1)NCc1ccccc1	0.9	-3	0.5	-1.3	0	0.6	5	0.2	-0.1	-1	2.5
CC(Oc1ccc2c(-c3ccccc3)cc(=O)oc2c1)C(=O)NCc1ccccn1 (stereo not drawn)	-0.4	-3	-1.4	-2.1	-15	-0.4	-6	0.7	-2.0	-2	-2.3
Cc1ccccc1CN1CCCCC(NC(=O)c2cccc([N+](=O)[O-])c2)C1=O (stereo not drawn)	-0.2	1	x	-1.2	4	x	-1	x	-1.5	-3	-4.4
Cc1ccc(C)c(N(C)S(=O)(=O)c2ccc3[nH]cc(C(=O)NCCN4CCOCC4)c(=O)c3c2)c1	1.7	-5	-0.7	-1.7	-22	0.9	-1	-1.9	-0.5	-2	3.4
COc1cccc(C(=O)NCCCNC(=O)c2cccc(OC)c2)c1	-2.5	-5	-2.2	-1.6	8	2.2	-7	0.8	0.2	-4	-1.9
CCc1cccc(C)c1NC(=O)COC(=O)Cn1c(C)csc1=O	-0.1	1	-2.0	-1.0	-3	1.8	1	-0.3	-0.2	0	0.5
C/C(N)=C(/C#N)C(=O)COC(=O)c1cc(-c2ccc(C)cc2)nc2ccccc12	-2.3	-1	0.3	-1.5	-3	0.0	5	1.8	0.4	-3	6.6
O=S(=O)(Nc1ccc2c(c1)oc1ccccc12)N1CCCC1	-0.7	0	0.1	-1.0	-3	2.9	3	-0.8	0.1	1	1.3
COC(=O)Cn1ncn2cccc2c1=O	-1.8	-4	0.2	-1.2	-6	-2.1	9	1.6	0.1	-1	-1.2
COc1ccccc1-c1noc(CCC(=O)Nc2ccccc2Cl)n1	-0.1	-4	-0.9	-1.4	-1	-1.0	-4	-0.2	-0.4	-4	-0.5
COC(=O)Nc1ccc(S(=O)(=O)Nc2cc(C(F)(F)F)c[nH]c2=O)cc1	1.6	-3	0.4	-0.5	-7	1.2	3	0.7	0.0	0	-2.6
COc1ccc(CN2C(=O)c3ccccc3C(/C=N\OCc3ccc(F)cc3)C2=O)cc1 (stereo not drawn)	-0.5	-16	1.4	-0.7	-53	0.0	0	-0.6	-0.3	1	-2.2
O=S(=O)(Cc1ccccc1)N1CCCCC1	0.2	-6	-1.3	-1.5	1	1.8	3	1.9	0.2	2	3.2
Nc1ccccc1CNc1nc(NCCO)nc2c1ncn2CCN1CCOCC1	3.3	-2	-0.3	-0.3	-13	0.6	-3	0.9	0.3	1	1.6
COc1ccc(C(=O)N(c2c(C)cccc2C)C(COC(C)=O)COC(C)=O)cc1	-1.7	-5	-1.3	-1.2	1	x	-2	x	0.4	-2	-1.7
O=C(Nc1ccc(Cl)cn1)c1ccc(-c2ccc(Cl)c(Cl)c2)o1	-0.9	0	2.2	-1.4	-9	-1.0	2	0.1	-0.6	1	-2.4
CCOC(=O)N1CCN(C(=O)c2ccc3ccccc3c2)CC1	-2.8	0	1.1	-1.2	4	0.5	2	1.3	0.2	0	0.0
COc1ccccc1NC(=O)CSc1nnc(Cn2cnc3ccccc32)o1	-0.2	-10	-1.5	-0.5	-13	-1.3	0	-0.4	0.2	-2	1.4
O=C(CSc1ccc(-c2cccnc2)nn1)N1CCCCCC1	-0.5	-1	-1.5	-1.4	0	0.0	-2	0.1	-0.6	0	3.6
